Assay outcomes as filed in PubChem BioAssay.
Cneo AK release: Cryptococcus neoformans lysis via adenylate kinase release; 360,000 tested, 0.2% active; AID 651654; lysis activity, % at 15 µM; C. neoformans lysis, adenylate kinase release luminescence, 4 h; normalised: neutral wells 0, clomiphene wells 100;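 active = mean lysis activity across replicates of at least 80%, whatever share of replicates individually reach that level; inactive = mean lysis activity below 80%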
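Material – log-phase Cryptococcus neoformans yeast cells · Input – 5 × 10^6 yeast cells/mL · Medium – fresh YPD growth medium · Doses – single compound concentration per well · Timing – static 4 h at 37 °C with compound, 1 h detection · Detection – adenylate kinase release luminescence · Read-out – signal increase indicating cell lysis · Control set – Clomiphene as positive lysis control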
LGR2 antag: blocks bursicon-induced cAMP signaling via Drosophila LGR2; HEK293 LGR2, CRE-luciferase, bursicon-stimulated, 4 h; inhibition, % at 9.99 µM; 380,000 tested, 0.35% active; AID 720647;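 active = drop in luminescence signal, shown as inhibition above about 50% in the replicate tests, limit read from the data, passing the limit was not always enough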;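 also: agonist challenge used bursicon conditioned medium at about half maximal strength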
S100A4 MyoIIA: blocks human S100A4 binding to myosin IIA peptide; inhibition, % at 10.7 µM; S100A4/TAMRA-MyoIIA peptide fluorescence polarization; AID 652163; P26447; 360,000 tested, 0.14% active;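 active = mean inhibition of at least 70% across replicates, with every replicate also reaching that level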
Target sequence (P26447 whole entry, looked up): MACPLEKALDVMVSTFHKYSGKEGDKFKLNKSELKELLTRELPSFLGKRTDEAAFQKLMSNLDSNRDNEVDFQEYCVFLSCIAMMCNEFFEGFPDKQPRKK
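Compound dosing: one dose per compound; test system: human S100A4 monomer with TAMRA-labelled myosin IIA peptide; probe or stimulus: TAMRA-labelled myosin IIA heavy-chain peptide probe, 5 nM; medium: HEPES buffer with Ca2+, pH 7.2; schedule: 5 min incubation before reading; benchmarks: neutral control DMSO, positive control TFP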
Xi reactivation: X-chromosome reactivation activator; XiGFP mouse fibroblasts, % GFP-positive cells imaging, 3 d; cells co-treated with 5-aza-dC sensitizer; scaled so ellipticine positive control = 100%; activation, % at 7.58 µM; 360,000 tested, 0.055% active; AID 743238;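 active = mean normalized replicate activation at least 10% and every replicate at or above 10%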;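 also: 0% = median of on-plate neutral control wells and 100% = ellipticine 6 µM median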
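System: XiGFP fibroblasts, SV40-immortalized. Medium: DMEM plus 5-aza-dC sensitizer. Doses: single point. Timing: 3 d treatment, 15 min room-temperature fixation. Control set: ellipticine 6 µM.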
PGC1a acetyl inh: PGC1a acetylation modulation, inhibitor mode. 350,000 tested, 0.17% active. inhibition, % at 15.6 µM. AID 651687. U2OS PGC1a acetylation, AlphaScreen anti-acetyl-lysine; with virally co-expressed GCN5 acetyltransferase;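 active = every replicate shows inhibition of at least 40%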;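 also: 0% = neutral control wells and 100% = positive control wells; some results beyond the cut were filed as inactive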
ERAP1 inh: inhibitors of human ERAP1 aminopeptidase; recombinant ERAP1, Leu-AMC fluorescence, 60 min; inhibition, % at 10.7 µM; 340,000 tested, 0.15% active;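 active = mean replicate inhibition of at least 30%, or all replicates individually reaching that 30% level; inactive = mean below 30% and not every replicate reaching it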;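 also: 0% = neutral control wells and 100% = L-leucinethiol positive control wells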
Target sequence (Q9NZ08 whole entry, looked up): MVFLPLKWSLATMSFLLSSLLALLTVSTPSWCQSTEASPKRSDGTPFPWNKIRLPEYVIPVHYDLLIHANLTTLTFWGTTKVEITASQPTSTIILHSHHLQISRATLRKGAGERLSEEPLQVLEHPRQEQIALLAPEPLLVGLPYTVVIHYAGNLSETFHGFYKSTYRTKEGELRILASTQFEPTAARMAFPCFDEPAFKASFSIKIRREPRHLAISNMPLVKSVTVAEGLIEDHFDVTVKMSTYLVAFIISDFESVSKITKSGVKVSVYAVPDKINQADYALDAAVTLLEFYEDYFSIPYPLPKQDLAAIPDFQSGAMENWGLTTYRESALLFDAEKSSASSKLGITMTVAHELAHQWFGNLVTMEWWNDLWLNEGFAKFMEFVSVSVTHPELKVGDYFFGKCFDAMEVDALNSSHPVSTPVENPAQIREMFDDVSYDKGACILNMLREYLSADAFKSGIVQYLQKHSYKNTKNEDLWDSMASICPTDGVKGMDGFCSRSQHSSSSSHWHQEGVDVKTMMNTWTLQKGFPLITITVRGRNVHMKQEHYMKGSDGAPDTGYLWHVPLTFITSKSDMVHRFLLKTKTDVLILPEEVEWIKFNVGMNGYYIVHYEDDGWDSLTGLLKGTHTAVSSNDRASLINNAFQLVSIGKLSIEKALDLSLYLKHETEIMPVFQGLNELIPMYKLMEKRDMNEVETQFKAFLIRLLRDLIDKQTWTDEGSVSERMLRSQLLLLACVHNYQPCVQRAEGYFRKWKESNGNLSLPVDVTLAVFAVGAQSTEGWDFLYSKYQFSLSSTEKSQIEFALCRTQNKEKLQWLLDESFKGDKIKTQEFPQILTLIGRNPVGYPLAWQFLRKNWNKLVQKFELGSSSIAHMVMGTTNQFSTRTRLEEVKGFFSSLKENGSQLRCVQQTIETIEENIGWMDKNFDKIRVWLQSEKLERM
SIRT5 inh: sirtuin-5 (human) deacylase inhibition | Purified SirT5, succinyl-peptide AMC, trypsin-coupled fluorescence | Q9NXA8 | 330,000 tested, 1.1% active | AID 652115 | inhibition, % at 15 µM; in the data active = inhibition above about 15%
Statin myotox sup: suppressors of simvastatin-induced myotoxicity in C2C12 myotubes; rescue of ATP level, % at 7.49 µM; ATP luminescence, 48 h; scaled: DMSO 0, geranylgeraniol control 100; 330,000 tested, 0.78% active;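 active = mean ATP rescue above about 67%, or every replicate alone reaching that limit, limit read from the data, passing the limit was not always enough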;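 also: myotubes were challenged with 10 µM simvastatin during compound exposure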
* marks the source's active call; other numbers are inactive results; · = not tested or not shown. The list is partial; count on the stated rates, not on these rows.

SMILES	Cneo AK release	LGR2 antag	S100A4 MyoIIA	Xi reactivation	PGC1a acetyl inh	ERAP1 inh	SIRT5 inh	Statin myotox sup
C[C@H](CO)N1C[C@H](C)[C@@H](CN(C)Cc2ccccc2F)Oc2ncc(C3=CCCC3)cc2C1=O	0	11	-4	-0.6	-21	-1	-2	10
C=CC(=O)NC1CCCCN(CCC)C1=O (stereo not drawn)	·	-18	-2	0.2	·	-3	·	·
C[C@H]1CCCCO[C@H](CN(C)Cc2ccc(C(=O)O)cc2)[C@@H](C)CN([C@@H](C)CO)C(=O)c2cc(NC(=O)Nc3ccccc3)ccc2O1	4	17	-15	0.4	11	-6	0	·
C[C@@H]1CCCCO[C@@H](CN(C)C(=O)CCCN(C)C)[C@H](C)CN([C@H](C)CO)C(=O)c2cc(NS(=O)(=O)c3cn(C)cn3)ccc2O1	·	4	-1	-0.1	9	6	10	·
NC(=O)CC(NC(=O)Cc1ccc(Cl)cc1)c1ccc(NCCN2CCOCC2)c([N+](=O)[O-])c1 (stereo not drawn)	2	·	-8	-0.1	·	4	2	-4
CC(C)NC(=O)N(C)C[C@@H]1OCc2ccccc2-c2ccccc2C(=O)N([C@H](C)CO)C[C@H]1C	-3	-7	1	0.3	5	3	-4	·
CS(=O)(=O)N(CC(=O)NCCSCc1ccccc1)c1ccccc1Cl	4	-1	-2	0.0	3	0	-2	-1
OC[C@H]1O[C@@H](c2nc(-c3ccc4c(c3)CCO4)no2)[C@H](O)[C@@H](O)[C@H]1O	-1	-15	-3	-0.1	·	0	·	-1
CN(C)CC(=O)N[C@@H]1CC[C@H](CCNC(=O)C2CCCC2)O[C@@H]1CO	1	0	6	-0.4	13	-2	2	2
N#CC1(C(N)=O)OC12CCS(=O)(=O)c1ccccc12 (stereo not drawn)	·	0	-4	0.1	·	0	-2	·
Cc1nc2nc(C)c(NS(=O)(=O)c3ccc(Cl)cc3)c(=O)n2[nH]1	1	4	-4	0.6	30	2	-3	8
COc1ccc(NC(=O)Cc2nnc(N)s2)cc1	·	2	0	0.0	·	6	0	·
OC(Cc1ccccc1Br)c1ncc(-c2ccc(Cl)cc2)[nH]1 (stereo not drawn)	-3	6	-3	0.1	·	6	1	-20
Cc1noc(C)c1NC(=O)Nc1ccc2c(c1)C(=O)N(C)[C@H]1CC[C@@H](CC(=O)N[C@@H]3CCN(Cc4ccccc4)C3)O[C@@H]1CO2	0	-3	-27	0.0	1	3	-1	-19
N[C@H]1CC[C@H](CCn2cc(-c3ccccn3)nn2)O[C@@H]1CO	-5	2	1	0.3	-1	1	-1	0
CCc1nnc(NC(=O)CC23CC4CC(CC(Br)(C4)C2)C3)s1	0	7	0	0.0	·	3	-5	19
CCCNC(=O)[C@@H]1[C@@H](CO)[C@@H]2Cn3c(ccc(-c4cccc(F)c4)c3=O)[C@H]1N2CCC	-4	-2	9	0.1	·	-1	-3	1
Fc1ccc(NC(=S)NC23CN4CN(CN(C4)C2)C3)cc1	-1	5	·	0.0	-5	·	·	·
COCCn1c(CCC(=O)O)ccc1-c1cccs1	·	-2	-3	0.0	-1	-3	8	·
CCC(C(=O)NCc1ccco1)n1nc(C)n2c(cc3occc32)c1=O (stereo not drawn)	-1	-8	-5	0.0	-7	4	-4	-3
Cc1cc(NC(=O)c2cc(-c3ccc4c(c3)OCO4)on2)n(-c2ccccc2)n1	-2	8	·	·	1	·	·	-7
Cc1nn(-c2ccccc2)c(=S)c2ccccc12	·	0	0	0.3	·	0	0	·
Nc1ccc[n+](CC(=O)c2ccccc2)c1	-2	1	-3	-0.2	12	0	-6	-6
COc1ccc(S(=O)(=O)N2CC[C@H]3[C@@H](CO)N(C)c4ccc(-c5ccc(F)cc5)cc4[C@H]32)cc1	-7	19	-12	0.0	-1	1	6	2
C[C@@H]1CCCCO[C@@H](CN(C)C(=O)Cc2ccccc2)[C@@H](C)CN([C@@H](C)CO)C(=O)c2cc(NS(=O)(=O)c3ccc(Cl)cc3)ccc2O1	-2	-4	-3	0.1	-2	2	3	·
COc1cc(OC)c(C(=O)O/N=C(\N)c2ccc(C)cc2)cc1OC	-4	-26	13	0.0	-10	0	1	-32
Cc1ccc(C)c(C(=O)Nc2ccncc2)c1	3	3	-3	0.0	7	0	-2	6
CCNC(=O)NC(=O)CSc1nnc(-c2c[nH]c3ccccc23)o1	0	11	4	0.3	-9	-2	-7	-1
N#Cc1c(N)nc2c(c1-c1ccc(F)cc1)c(=O)nc1sccn12	-2	0	2	-0.1	2	-1	-2	-2
C[C@H]1CN([C@@H](C)CO)C(=O)c2cccc(NC(=O)c3nc4ccccc4s3)c2O[C@H]1CN(C)C(=O)Nc1cccc2ccccc12	-1	11	-10	0.0	-43	1	1	-6
Cc1cccc(C2=NN(c3ccc(Br)cc3)[C@@H](C(=O)N3CCOC3=O)[C@@H]2C)c1	0	-3	10	0.1	·	·	2	9
O=C(C[C@@H]1CC[C@H]2[C@@H](COC[C@@H](O)CN2Cc2ccccc2F)O1)NC1CCC1	2	8	1	0.1	-5	0	-1	4
COc1ccc(C(=O)NNC(=O)Cn2nnc(-c3ccc(OC)c(OC)c3)n2)cc1	·	14	1	0.0	·	4	-1	·
C[C@@H]1CN([C@@H](C)CO)C(=O)c2cc(C#Cc3ccccn3)cnc2O[C@H]1CN(C)C(=O)c1ccccn1	-6	-20	13	-0.1	-1	0	4	6
CSc1ccc(S(=O)(=O)NCC(=O)OCC(=O)NCCc2ccccc2)cc1[N+](=O)[O-]	·	6	0	-0.1	17	2	2	1
O=C(C[C@@H]1C=C[C@H](NC(=O)CCN2CCCCC2)[C@H](CO)O1)Nc1ccccc1	·	32	3	-0.1	1	1	-6	·
COC(=O)[C@H](CCSC)NC(=O)[C@@H](Cc1cnc[nH]1)NC(=O)OCc1ccccc1	1	-14	-1	0.3	13	-1	-2	7
C=CCOc1cccc(CNn2nnnc2N)c1	·	11	0	0.0	·	1	-3	·
COc1ccnc(N=CNOCc2ccc(Cl)cc2)c1C#N	1	-17	-2	0.1	2	-1	-9	-4
CCc1ccc(OCC(=O)NC(NC(=S)Nc2ccc(Cl)cc2)C(Cl)(Cl)Cl)cc1 (stereo not drawn)	·	27	-3	-0.1	·	1	-2	·

Ordered by molecular weight (lowest first): four of the compounds above.
SMILES	Cneo AK release	LGR2 antag	S100A4 MyoIIA	Xi reactivation	PGC1a acetyl inh	ERAP1 inh	SIRT5 inh	Statin myotox sup
COC(=O)[C@H](CCSC)NC(=O)[C@@H](Cc1cnc[nH]1)NC(=O)OCc1ccccc1	1	-14	-1	0.3	13	-1	-2	7
Cc1cccc(C2=NN(c3ccc(Br)cc3)[C@@H](C(=O)N3CCOC3=O)[C@@H]2C)c1	0	-3	10	0.1	·	·	2	9
CCc1ccc(OCC(=O)NC(NC(=S)Nc2ccc(Cl)cc2)C(Cl)(Cl)Cl)cc1 (stereo not drawn)	·	27	-3	-0.1	·	1	-2	·
C[C@@H]1CN([C@@H](C)CO)C(=O)c2cc(C#Cc3ccccn3)cnc2O[C@H]1CN(C)C(=O)c1ccccn1	-6	-20	13	-0.1	-1	0	4	6

New compounds follow
SMILES	Cneo AK release	LGR2 antag	S100A4 MyoIIA	Xi reactivation	PGC1a acetyl inh	ERAP1 inh	SIRT5 inh	Statin myotox sup
Cc1cc2ccccc2n1CCNC(=O)c1ccc(Br)o1	4	8	90*	0.2	·	1	-1	-5
Cc1ccc(CNC(=O)CNC(=O)c2ccc(Br)o2)cc1	-1	37	-4	0.0	-10	2	-1	1
C[C@@H]1CN([C@@H](C)CO)C(=O)c2c(c3ccccc3n2C)-c2ccccc2CO[C@@H]1CN(C)CC1CCCCC1	·	1	20	-0.2	-13	-1	6	·
O=C(Nc1ccccc1)N[C@@H]1CC[C@H](CCn2cc(C3(O)CCCC3)nn2)O[C@@H]1CO	18	6	18	0.0	-5	0	-1	-1
C[C@H](CO)N1C[C@H](C)[C@@H](CN(C)C(=O)Cc2ccccn2)Oc2ncc(-c3cncnc3)cc2C1=O	58	-9	7	-0.9	-5	-1	2	-1
CC1(Cc2ccc(OC(F)(F)F)cc2)C(=O)Nc2c(Cl)ccc(Cl)c21 (stereo not drawn)	2	-6	8	0.1	·	2	-4	3
O=C(CSc1ncccc1C(=O)O)c1ccccc1F	·	3	1	0.0	8	-8	-1	·
CN1CCN(c2ccncc2S(=O)(=O)N2CCCC2)CC1	-3	-4	12	0.1	1	-4	-1	7
Cc1ccc(S(=O)(=O)NCCC(=O)NNC(=O)c2ccccc2Cl)cc1C	0	-8	-4	0.1	4	0	0	-9
CCC1CC(C(=O)Nc2ccccc2)C(=O)O1 (stereo not drawn)	-3	10	-2	0.0	·	2	-3	4
CCOC(=O)CC1C(=O)NCCN1Cc1cccc(C(F)(F)F)c1 (stereo not drawn)	0	12	1	0.5	11	-3	3	4
C=CCOc1ccc2c(c1)C(=NO)c1cc(OCC=C)ccc1-2	-2	-13	-6	·	-15	7	-2	-13
O=C(c1ccccc1NS(=O)(=O)c1ccccc1[N+](=O)[O-])N1CCCC1	-2	9	0	0.5	·	-4	2	·
O=C(Cn1cnc2sc3c(c2c1=O)CCCC3)NCC(=O)Nc1ccc(F)cc1F	1	4	32	0.0	·	0	6	1
O=Cc1cnc2ccccc2c1-c1ccccc1	-3	4	-1	0.0	-3	6	2	-3
O=C(COc1coc(CN2CCN(c3ccccc3)CC2)cc1=O)Nc1cccc(F)c1	-1	-5	-1	0.7	-32	0	-8	5
CCOC(=O)C1CCN(CCC(=O)Nc2cccc(C)c2)CC1	·	5	-12	0.2	16	-2	·	·
CC1(C(=O)NS(=O)(=O)c2ccc(C#N)cc2)CCN1C(=O)Cc1ccc(Cl)cc1Cl (stereo not drawn)	1	-25	-27	0.0	6	-8	-4	-1
O=C(CSc1ncnc2sc(-c3ccccc3)cc12)NC1CCS(=O)(=O)C1 (stereo not drawn)	·	-17	-1	0.3	·	-2	0	·
COC1OCC(O)C(OC(=O)c2ccccc2)C1OC(=O)c1ccccc1 (stereo not drawn)	5	5	-4	0.3	-13	3	·	5
COc1ccc(C(=O)OCC(=O)NC(C)CCc2ccccc2)cc1OC (stereo not drawn)	4	-2	19	0.0	10	-1	-3	8
CCc1ccc(OCCn2ccnc2)cc1	1	-2	0	0.2	0	-1	·	1
C[C@H](CO)N1C[C@H](C)[C@H](CN(C)C(=O)Cc2ccccc2)OCCCC[C@H](C)Oc2ccc(NC(=O)Nc3ccc4c(c3)OCO4)cc2C1=O	0	13	-12	-1.1	2	0	4	·
CCCC(=O)Nc1ccc(C(=O)NNC(=O)c2cccs2)cc1	0	10	-4	·	-3	3	-3	8
CC(=O)Nc1cccc(Oc2ncnc3scc(-c4ccccc4)c23)c1	1	0	·	0.1	2	·	·	17
C/C=C(\C)C(=O)NCCN1C2=NC[C@H](Cc3ccc(O)cc3)N2C[C@H]1Cc1ccc(O)cc1	-2	-1	3	0.1	-1	1	-4	-4
COC(=O)c1ccccc1NC(=O)N1CCN(c2ccc(OC)cc2)CC1	·	0	-10	0.3	·	-1	-3	·
Nc1nc2ccc(Br)cc2o1	·	-22	5	0.1	0	-1	·	3
Cc1c(C(=O)OCC(=O)Nc2ccc(C(N)=O)cc2)cccc1[N+](=O)[O-]	·	·	22	0.0	·	1	1	·
O=C(NNC(=S)Nc1ccc(Br)cc1)c1cccnc1	0	-3	4	0.2	-3	1	·	·
